FadD28 FP inh: M. tuberculosis FadD28 bisubstrate binding inhibition; FadD28 bisubstrate probe binding, fluorescence polarization; inhibition, % at 12.5 µM; 0.22% of 360,000 active; AID 588549; in the data active = inhibition above about 8.5%, passing the limit was not always enough; inconclusive = no clear call, values can overlap the other calls
PrPC surface inh: reduces human prion protein on the cell surface; P04156; cell surface PrPC, TR-FRET read-out; inhibition, % at 13.8 µM; 0.43% of 370,000 active; in the data active = inhibition above about 24%; note: 0% = median of the test wells and 100% = reference compound wells
CCHF vOTU inh: CCHFV vOTU protease inhibition. inhibition, % at 11.5 µM. Pep-AMC fluorescence. 0.55% of 370,000 active; note: 0% = vehicle wells with enzyme and 100% = no enzyme wells
BoNT-F LC inh: inhibitors of Botulinum neurotoxin F light chain protease. Multiplex microsphere protease cleavage assay, flow cytometry. inhibition, % at 10 µM. 0.22% of 360,000 active; in the data active = inhibition above about 35%, passing the limit was not always enough; inconclusive = no clear call, values can overlap the other calls; note: plate controls were buffer without enzyme for full effect and enzyme alone for no effect
Mtb BioA inh: blocks M. tuberculosis BioA enzyme activity; AID 602481; 0.096% of 360,000 active; inhibition, % at 9.99 µM; purified M. tuberculosis BioA enzyme, plate reader; in the data active = inhibition above about 40%; inconclusive = no clear call, values can overlap the other calls
UGM FP inh: blocks M. tuberculosis UGM enzyme. purified UGM, fluorescence polarization probe displacement. inhibition, % at 10 µM. 0.06% of 320,000 active. AID 504406; in the data active = inhibition above about 10%, passing the limit was not always enough; inconclusive = no clear call, values can overlap the other calls
Target sequence (P9WIQ1 whole entry, looked up): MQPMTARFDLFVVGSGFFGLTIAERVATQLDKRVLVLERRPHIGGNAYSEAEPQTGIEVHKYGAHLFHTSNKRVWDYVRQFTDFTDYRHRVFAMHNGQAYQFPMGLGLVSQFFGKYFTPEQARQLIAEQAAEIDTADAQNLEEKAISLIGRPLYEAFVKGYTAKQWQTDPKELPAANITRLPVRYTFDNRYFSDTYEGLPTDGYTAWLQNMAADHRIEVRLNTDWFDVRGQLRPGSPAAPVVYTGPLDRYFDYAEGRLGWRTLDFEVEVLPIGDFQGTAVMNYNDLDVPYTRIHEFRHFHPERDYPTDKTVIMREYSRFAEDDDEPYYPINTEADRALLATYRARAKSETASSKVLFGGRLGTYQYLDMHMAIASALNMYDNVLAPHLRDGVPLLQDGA
GDH-TPI inh: inhibits GDH-TPI coupling enzymes, artifact for Mtb FBA screen. GDH-TPI coupled enzyme counterscreen, NADH absorbance. inhibition, % at 4.8 µM. 1.2% of 360,000 active;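 note: 0% = DMSO wells and 100% = wells lacking the enzyme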
Mtb FBA inh: inhibitors of M. tuberculosis fructose-bisphosphate aldolase. P9WQA3. purified M. tuberculosis FBA, fluorescence read-out. 2.3% of 360,000 active. AID 588726. inhibition, % at 1 µM; in the data active = inhibition above about 27%;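 note: 0% = vehicle and 100% = reference inhibitor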
Target sequence (P9WQA3 whole entry, looked up): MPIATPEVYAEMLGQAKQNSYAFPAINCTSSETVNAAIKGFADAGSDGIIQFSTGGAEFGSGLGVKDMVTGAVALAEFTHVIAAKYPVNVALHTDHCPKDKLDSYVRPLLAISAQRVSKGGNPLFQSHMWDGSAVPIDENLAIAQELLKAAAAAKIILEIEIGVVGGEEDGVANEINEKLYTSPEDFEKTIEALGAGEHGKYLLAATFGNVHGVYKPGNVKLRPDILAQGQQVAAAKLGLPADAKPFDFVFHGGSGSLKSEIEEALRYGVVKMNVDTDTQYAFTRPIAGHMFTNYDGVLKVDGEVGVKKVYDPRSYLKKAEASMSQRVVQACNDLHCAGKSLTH
BoNT A protease: blocks Botulinum neurotoxin A light chain protease | multiplex microsphere protease substrate cleavage, flow cytometry | inhibition, % at 10 µM | 0.17% of 360,000 active | AID 588499; in the data active = inhibition above about 30%; inconclusive = no clear call, values can overlap the other calls; note: plate controls were buffer without enzyme for full effect and enzyme alone for no effect
Starred values were filed as active, the others as inactive; ? = inconclusive; / = not tested or not shown; & = joins results of further samples. Cut-off read from the data, not from the text of the source, unless noted: active = inhibition above about 30%; inactive = the rest.

1) COc1ccc(/C=C2\Oc3cc(OC(=O)N4CCOCC4)ccc3C2=O)cc1
2) O=S1(=O)C=C(SCCN2CCCCC2)c2ccccc21
3) O=C(OCc1cc(=O)oc2cc(O)ccc12)c1cc(S(=O)(=O)N2CCOCC2)ccc1F
4) CC(C(=O)O)(C1CCCCC1)C1(O)CCCCC1 (stereo not drawn)
5) Oc1ccc(/C=N/NP(=S)(c2ccccc2)c2ccccc2)cc1O
6) CSc1ccccc1NC(=O)c1ccccn1
7) COc1ccccc1Nc1nc2ccc(C)cc2n2cnnc12
8) COc1ccc(Oc2nc(-c3ccccn3)ncc2OC)cc1

Assay by compound	1	2	3	4	5	6	7	8
Mtb FBA inh	0	5	41*	3	1	1	1	-1
CCHF vOTU inh	-13	8	-31	20	-2	0	-12	7
UGM FP inh	5.1	0.4	0.7	/	4.8	-1.0	-0.4	0.3
Mtb BioA inh	/	/	-1.9	-2.1	0.7	/	/	/
PrPC surface inh	-4	-10	3	-5	-9	4	-2	-1
BoNT A protease	2.8	0.0	0.7	0.3	-0.2	-0.1	-7.4	-3.5
GDH-TPI inh	27	-6	20	/	-6	5	15	-4
BoNT-F LC inh	4	10	-2	6	-3	0	-16	-9
FadD28 FP inh	-1.1	1.9	-0.7	-0.3	0.7	0.2	-0.3	-1.4

9) C[C@@H]1CN([C@@H](C)CO)C(=O)CCCn2nncc2CO[C@@H]1CN(C)C(=O)Nc1ccccc1C(F)(F)F
10) C/C(=N/NS(=O)(=O)c1ccc(C)c(C)c1)c1c[nH]c2ccccc12
11) O=c1ccc2ccccc2n1Cc1cccc(F)c1
12) COc1ccc(NC(=O)Nc2ccccc2F)c([N+](=O)[O-])c1
13) CN(c1ccc(C(=O)N2CCN(Cc3ccccc3)CC2)cc1)S(=O)(=O)c1ccccc1
14) COc1ccc(-c2cc(C(=O)NCCCN3CCCC3=O)c3ccccc3n2)cc1
15) CC1=C(C(=O)NCc2ccccc2)C(c2ccc(C)o2)n2ncnc2N1 (stereo not drawn)
16) Cc1ccc(-n2c(O)c(C=N)c(=O)n(-c3ccc(C)cc3)c2=O)cc1

Assay by compound	9	10	11	12	13	14	15	16
Mtb FBA inh	4	-1	2	2	3	69*	3	2
CCHF vOTU inh	27	7	4	-2	26	-63	-6	7
UGM FP inh	/	-2.7	-0.2	0.1	-1.1	-0.2	2.6	-1.1
Mtb BioA inh	-1.7&-1.5	-0.1	/	/	1.4	-1.1	0.1	0.3
PrPC surface inh	-3	1	-4	-14	0	-8	0	2
BoNT A protease	-0.1	-1.0	-12	0.0	2.6	-2.4	?	0.0
GDH-TPI inh	7	-2	11	9	1	16	-9	1
BoNT-F LC inh	4	1	?	0	5	-13	2	18
FadD28 FP inh	-0.9	-2.1	-3.0	-0.3	-1.6	0.2	-1.6	-3.0

17) O=C(Nc1ccc2sc3ccccc3c(=O)c2c1)c1ccccc1Cl
18) CCOc1ccc(S(=O)(=O)N2CCCCC2)cc1NC(=O)CCc1ccc(OC)cc1
19) Cc1ccnc2ccc(-c3nc4ccccc4o3)cc12
20) CC(C)Oc1ccc(C(CC(=O)NCCCN(C)C)c2ccc(F)cc2)cc1 (stereo not drawn)
21) Cc1ccccc1C(=O)Nc1ccnn1C1CCN(CC2CC=CCC2)CC1 (stereo not drawn)
22) Nc1ccc2c(c1)C(=O)c1ccc(Cl)cc1-2
23) CCCCN(C(=O)c1oc2ccc(OCC)cc2c1C)c1c(N)n(CCCC)c(=O)[nH]c1=O
24) COc1ccccc1/C=C/C(=O)NCC(=O)N/N=C/c1ccc2c(c1)OCO2

Assay by compound	17	18	19	20	21	22	23	24
Mtb FBA inh	25	4	76*	4	3	-3	0	16
CCHF vOTU inh	4	16	-18	9	5	6	7	-10
UGM FP inh	-1.9	-2.1	-0.8	0.8	2.2	/	-1.1	-3.8
Mtb BioA inh	-2.3	-0.9	0.3	/	1.5	-1.9	-1.2	/
PrPC surface inh	-1	7	-10	-11	-5	4	3	-7
BoNT A protease	4.0	-2.0	-0.1	-0.4	-4.3	0.3	-12	0.0
GDH-TPI inh	-3	-4	17	9	0	12	-7	19
BoNT-F LC inh	-2	-16	-3	-2	-8	3	-8	-1
FadD28 FP inh	-6.4	0.4	-0.3	-3.0	-2.0	-2.3	-0.5	-1.5

25) CCCNS(=O)(=O)c1ccc(OCC(=O)NCC2CCCO2)cc1 (stereo not drawn)
26) Cc1cccc(NC(=O)c2ccc(S(=O)(=O)N3CCCCC3)cc2)c1
27) CN1CC(=O)NC1=NC(=O)C12CC3CC(CC(C3)C1)C2
28) COC(=O)c1cc2c(C)nn(C)c2s1
29) CN1CCc2nc3ccc(Cl)cc3c(-c3ccccc3Cl)c2C1
30) Cc1cc(C)n2nc(SCc3nnc(-c4cccs4)o3)nc2n1
31) COc1ccc(CC(NC(C)=O)C(=O)NC2CCN(S(=O)(=O)c3ccc(NC(C)=O)cc3)CC2)cc1 (stereo not drawn)
32) Cc1cc(F)ccc1C(O)c1ncc(-c2ccccc2C(F)(F)F)[nH]1 (stereo not drawn)

Assay by compound	25	26	27	28	29	30	31	32
Mtb FBA inh	-1	0	0	4	3	4	1	-1
CCHF vOTU inh	8	4	10	-14	5	-3	-4	9
UGM FP inh	0.2	-2.0	-0.2	0.5	-0.9	0.0	-2.2	/
Mtb BioA inh	-0.9	-0.7	4.0	/	/	/	-1.8	0.2
PrPC surface inh	2	10	0	3	-12	2	-4	-7
BoNT A protease	-0.1	-3.3	0.5	0.9	-0.2	0.4	-0.2	0.0
GDH-TPI inh	5	-9	8	-3	5	4	3	-6
BoNT-F LC inh	4	-10	-1	2	-2	-3	-4	-3
FadD28 FP inh	-3.5	-2.1	-1.0	-0.1	-5.0	0.6	-1.7	-3.0

Some values from above:
PrPC surface inh with CN1CC(=O)NC1=NC(=O)C12CC3CC(CC(C3)C1)C2 = 0
GDH-TPI inh with CCCNS(=O)(=O)c1ccc(OCC(=O)NCC2CCCO2)cc1 (stereo not drawn) = 5

(next part)
33) CCCN1C(=O)/C(=N\OCC(=O)Nc2ccc(C(C)C)cc2)c2ccccc21
34) O=C(O)[C@H](Cc1ccccc1)NC(=O)N1CCN(c2ccccc2)CC1
35) Cc1ccc(C(=O)NNC(=O)CNc2cccc(Cl)c2)cc1
36) CN1C(C(=O)NCCc2cccs2)CC2Cn3c(nc4cc(Cl)c(Cl)cc43)C21 (stereo not drawn)
37) CCC(C(=O)Nc1ccccc1-c1ccccc1)c1ccccc1 (stereo not drawn)
38) Nc1cc(Oc2ccc(F)cc2F)cc([N+](=O)[O-])c1
39) COc1ccccc1N1CCN(C(=O)C2CCN(S(=O)(=O)c3ccc(F)cc3)CC2)CC1
40) COc1cc(C(=O)Nc2cc(S(=O)(=O)N3CCOCC3)ccc2N2CCOCC2)cc(OC)c1C

Assay by compound	33	34	35	36	37	38	39	40
Mtb FBA inh	2	-2	-4	1	-2	-2	-2	-1
CCHF vOTU inh	-2	-13	11	-4	10	-8	12	8
UGM FP inh	-1.9	1.1	0.3	0.5	-1.7	-4.0	-3.3	/
Mtb BioA inh	-0.7	-0.9	/	0.2	1.2	/	-2.6	-1.2
PrPC surface inh	-11	-2	-1	-9	-2	-7	2	-6
BoNT A protease	0.2	-1.8	-0.5	-0.8	0.9	-0.4	-2.0	1.7
GDH-TPI inh	0	-7	-2	-4	-10	1	19	-3
BoNT-F LC inh	-5	-4	-8	-14	8	-9	8	-4
FadD28 FP inh	-1.2	-2.9	0.1	-6.7	-4.5	-1.3	-0.3	-5.4

In the list so far, 2 have a nitro group on carbon:
12) COc1ccc(NC(=O)Nc2ccccc2F)c([N+](=O)[O-])c1
38) Nc1cc(Oc2ccc(F)cc2F)cc([N+](=O)[O-])c1

Assay by compound	12	38
Mtb FBA inh	2	-2
CCHF vOTU inh	-2	-8
UGM FP inh	0.1	-4.0
Mtb BioA inh	/	/
PrPC surface inh	-14	-7
BoNT A protease	0.0	-0.4
GDH-TPI inh	9	1
BoNT-F LC inh	0	-9
FadD28 FP inh	-0.3	-1.3

Further structures follow:
41) Cc1ccc(NC(=O)[C@@H]2CCCN2S(=O)(=O)c2ccccc2C(F)(F)F)cc1S(=O)(=O)N1CCOCC1
42) CN1C(=O)/C(=C/c2cccn2-c2ccc3ccccc3c2)C(=O)NC1=S
43) Cc1cc(=O)[nH]c(N)n1
44) Cc1nn(Cc2cccc(C(=O)NCC(C)C)c2)c(C)c1Br
45) CC(/C=C/c1ccccc1)=N/NC(=O)CNC(=O)c1ccc2c(c1)OCO2
46) CC1CCCC(C)N1C(=O)COC(=O)C12CC3CC(CC(Cl)(C3)C1)C2 (stereo not drawn)
47) Cc1cc(C)n2c(SCC(=O)N3CCN(S(=O)(=O)c4ccc(Cl)cc4)CC3)nnc2n1
48) CNS(=O)(=O)c1ccc(Oc2ccc(S(=O)(=O)NC)cc2)cc1

Assay by compound	41	42	43	44	45	46	47	48
Mtb FBA inh	0	-3	-2	-2	3	6	8	1
CCHF vOTU inh	-17	19	-6	6	11	5	0	8
UGM FP inh	-0.2	-1.8	-2.1	1.4	1.6	-2.3	-2.5	2.1
Mtb BioA inh	/	-1.1	0.0	-1.0	/	-1.3	-1.6	0.7
PrPC surface inh	5	-11	1	6	-3	8	-2	9
BoNT A protease	-0.2	16	0.2	0.9	-0.2	-1.1	-1.4	0.3
GDH-TPI inh	6	10	-4	-8	8	2	7	7
BoNT-F LC inh	-4	16	0	-6	1	-12	-25	6
FadD28 FP inh	-12	0.0	-3.1	-0.9	-1.6	0.5	0.0	0.0

49) O=C1/C(=C\c2ccc(Br)o2)Cc2ccccc21
50) CC1CCCCN1CCNC(=O)C1CCN(S(=O)(=O)N2CCCCC2)CC1 (stereo not drawn)
51) O=C(CN1C(=O)NC2(CCCCCC2)C1=O)NCc1ccccc1
52) COc1ccc(NC(=O)CN(C)C(=O)CN2C(=O)C3CCCCC3C2=O)cc1 (stereo not drawn)
53) Cc1nn(C(C)C(=O)NCc2ccccc2)c(C)c1[N+](=O)[O-] (stereo not drawn)
54) Cc1ccc(S(=O)(=O)CCc2nnc(NC(=O)C3CCCO3)s2)cc1 (stereo not drawn)
55) Cc1cc(C)nc(NS(=O)(=O)c2ccc(N=Cc3c(C)[nH]n(-c4ccccc4)c3=O)cc2)n1
56) CCOC(=O)C1=C(N)Oc2c(oc(CO)cc2=O)C1c1c(F)cccc1Cl (stereo not drawn)

Assay by compound	49	50	51	52	53	54	55	56
Mtb FBA inh	-2	3	0	-2	2	0	1	1
CCHF vOTU inh	-6	-13	12	0	11	11	-8	-7
UGM FP inh	-0.9	0.4	0.7	-0.2	-2.8	0.3	-0.3	2.1
Mtb BioA inh	-0.6	-1.7	1.9	-1.1	1.0	11	-0.2	-0.4
PrPC surface inh	7	-6	7	6	1	4	-2	12
BoNT A protease	1.5	0.2	0.1	-0.5	-0.3	0.5	-0.5	-0.8
GDH-TPI inh	10	1	-20	-1	2	3	17	-7
BoNT-F LC inh	-17	8	-5	3	-7	-26	1	0
FadD28 FP inh	0.6	0.8	-3.9	-3.0	2.1	-1.1	-4.0	-5.5
